# PfG6PD inh – PfG6PD (Plasmodium falciparum) enzyme inhibition; PfGluPho enzyme, NADPH resazurin-diaphorase fluorescence; inhibition, % at 20 µM; hit rate 0.78% among 350,000; AID 504690;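 active means inhibition reaching at least a set limit at 20 µM in the primary screen, cut at about 59% in these data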;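 further: 0% = DMSO wells with substrate and 100% = DMSO wells lacking glucose-6-phosphate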
# SENP6 block – blocks the human protease SENP6; AID 2599; inhibition, % at 10 µM; Recombinant SENP6 catalytic domain, aminoluciferin luminescence; hit rate 1.8% among 330,000; Q9GZR1;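 active means inhibition above about 50% at the single tested dose, limit read from the data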;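 further: plate controls were DMSO wells with enzyme for no effect and DMSO wells lacking enzyme for full effect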
# SENP8 block-1 – SENP8 (human) protease inhibition; Q96LD8; recombinant SENP8, Nedd8 substrate fluorescence; inhibition, % at 20 µM; hit rate 0.64% among 360,000; AID 602440; in the data active means inhibition mostly above about 40%, no sharp cut-off; inactive means mostly below about 27%
# Target sequence (Q96LD8 whole entry, looked up): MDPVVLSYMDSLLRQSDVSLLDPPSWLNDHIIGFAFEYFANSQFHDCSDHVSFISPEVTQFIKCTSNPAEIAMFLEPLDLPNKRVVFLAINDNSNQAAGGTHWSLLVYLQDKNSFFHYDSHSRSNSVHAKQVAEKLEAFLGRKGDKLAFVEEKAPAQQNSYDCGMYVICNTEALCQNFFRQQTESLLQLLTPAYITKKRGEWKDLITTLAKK
# HKDC1 inhibitor – inhibitors of human hexokinase HKDC1 | recombinant HKDC1, G6PDH/diaphorase resazurin coupled fluorescence | inhibition, % at 20 µM | Q2TB90 | hit rate 0.16% among 340,000 | AID 493160;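 active means inhibition above about 35% when tested at 20 µM, limit read from the data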;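 further: plate controls were DMSO wells with enzyme for no effect and DMSO wells lacking enzyme for full effect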
#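 Material – in-house recombinant HK5 (HKDC1) enzyme · Quantity – HKDC1 at 5 µg/mL · Buffer or medium – pH 8.0 Tris buffer with 10 mM MgCl2 · Reagent – glucose with 1 mM ATP · Dosing – single 20 µM dose · Times – reaction time 90 min, room temperature, protected from light · Technique – resorufin fluorescence at 613 nm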
# SENP8 block-2 – blocks the human protease SENP8; Q96LD8; hit rate 1.2% among 330,000; purified SENP8, Z-RLRGG-aminoluciferin cleavage, luminescence; inhibition, % at 10 µM; AID 2540; in the data active means inhibition above about 50%
# UBC13 inh – inhibitors of human UBC13 polyubiquitin chain formation. P61088. hit rate 0.47% among 330,000. TR-FRET. inhibition, % at 20 µM; in the data active means inhibition above about 45%, passing the limit was not always enough
# Target sequence (P61088 whole entry, looked up): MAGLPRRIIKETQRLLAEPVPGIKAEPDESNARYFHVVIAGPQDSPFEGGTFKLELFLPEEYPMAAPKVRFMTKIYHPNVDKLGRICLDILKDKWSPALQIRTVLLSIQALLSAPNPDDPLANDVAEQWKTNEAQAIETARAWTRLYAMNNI
# SENP7 inh – inhibitors of human SENP7 protease; recombinant SENP7, Z-RLRGG-aminoluciferin luminescence, 40 min; inhibition, % at 5 µM; Q9BQF6; AID 434973; hit rate 1.5% among 330,000;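 active means inhibition above about 50% at the single test dose, limit read from the data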;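 further: plate controls were DMSO with enzyme for no effect and no enzyme buffer wells for full effect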
# Target sequence (Q9BQF6 706-1050 limits assumed): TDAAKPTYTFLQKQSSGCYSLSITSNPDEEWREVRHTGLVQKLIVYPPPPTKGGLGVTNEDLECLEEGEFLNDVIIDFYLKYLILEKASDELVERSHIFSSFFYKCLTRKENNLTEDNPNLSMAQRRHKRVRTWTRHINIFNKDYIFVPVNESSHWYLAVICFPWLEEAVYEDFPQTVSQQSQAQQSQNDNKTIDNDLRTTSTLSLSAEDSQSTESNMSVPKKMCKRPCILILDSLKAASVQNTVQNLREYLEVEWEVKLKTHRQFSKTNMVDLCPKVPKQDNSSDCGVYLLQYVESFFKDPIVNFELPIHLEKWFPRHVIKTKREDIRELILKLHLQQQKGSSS
# SENP1 FRET inh – SENP1 (human) catalytic domain inhibition | recombinant SENP1 catalytic domain, CyPet-SUMO1-YPet FRET cleavage | inhibition, % at 10 µM | hit rate 0.21% among 360,000 | AID 624204;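 active means inhibition at least 30% at 10 µM, raw YFP signal under a set limit, fluorescence ratio 0.5 to 1.5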;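 further: 0% = enzyme with DMSO and 100% = no enzyme wells; some results filed as inactive read as strong as hits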
# Target sequence (Q9P0U3 419-644 limits assumed): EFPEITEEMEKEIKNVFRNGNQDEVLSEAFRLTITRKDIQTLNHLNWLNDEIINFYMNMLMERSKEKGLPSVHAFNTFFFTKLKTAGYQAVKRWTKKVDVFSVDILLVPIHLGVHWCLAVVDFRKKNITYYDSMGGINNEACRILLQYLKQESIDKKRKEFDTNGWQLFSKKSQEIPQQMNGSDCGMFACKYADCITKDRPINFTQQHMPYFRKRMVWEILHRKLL
#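 Material: hSENP1 catalytic domain, recombinant; medium: Tris pH 8 with BME, BSA, NP40 and catalase; compound: single concentration of 10 µM compound, 0.5% DMSO final; technique: FRET read of cyan and yellow fluorescence; timing: 50 min enzyme reaction, room temperature, light-protected; reagent: SFCypet-SUMO1-SFYpet substrate at 25 nM; control set: no-enzyme low, enzyme-DMSO high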
# MIN6 prolif – inducers of beta-cell replication in MIN6 cells. hit rate 0.29% among 330,000. MIN6 cells proliferation, ATPlite luminescence, 48 h; cells starved in 0.2% serum; 100% = growth in 10% serum. proliferation, % at 10 µM. AID 2380;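 active means compounds whose signal lies at least 3.5 SD above the mean of all wells on their plate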;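 further: 0% = DMSO-treated cells in low-serum medium and 100% = 10% serum control; some compounds called inactive have numbers as strong as hits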
# Starred values were filed as active, the others as inactive; . = not tested or not shown.
smiles	PfG6PD inh	SENP6 block	SENP8 block-1	HKDC1 inhibitor	SENP8 block-2	UBC13 inh	SENP7 inh	SENP1 FRET inh	MIN6 prolif
COc1cc(/C=C2\SC(=O)N(CC(=O)Nc3cccc(C)c3)C2=O)cc([N+](=O)[O-])c1O	9.8	.	35.3	8.5	.	.	.	7.9	.
COC(=O)C/C=C/[C@@H](C)[C@@H](/C=N/OC[C@@H](C)[C@H](OCc1ccccc1)C(C)C)NS(=O)(=O)c1ccc(C)cc1	.	2.2	.	.	0.5	-13.7	-5.8	.	-8.5
Cc1cc(C)c2c(CN3CCN(Cc4ccccc4)CC3)cc(=O)oc2c1C	18.5	-5.5	8.7	0.0	0.3	9.6	1.3	0.7	-1.7
O=C(O)c1ccc2c(c1)C(=O)N(Cc1ccc3c(c1)OCO3)C2=O	-50.0	-12.9	10.0	-0.5	-2.7	6.4	-6.0	3.7	-0.4
OCCOCCOc1ccccc1OCCOCCO	3.3	-2.8	7.4	-12.2	-12.5	-6.5	-7.2	2.2	-1.3
CC(=O)OCCOc1nc(NC(C)C)nc(NC(C)C)n1	-2.6	5.3	3.2	-5.6	9.6	-0.7	1.8	2.4	-2.6
COc1ccc(N2CCN(C(=O)CSc3ccc(C)cc3)CC2)cc1	-12.8	5.8	5.5	-7.6	-6.2	5.3	1.5	2.3	-1.4
O=C(NNC(=O)c1cc(OCC(F)(F)F)ccc1OCC(F)(F)F)c1cccc(C(F)(F)F)c1	13.8	-2.4	8.0	1.2	2.2	-2.2	4.1	0.6	-1.7
O=C(CC1NCCN(Cc2ccccc2)C1=O)Nc1ccccc1 (stereo not given)	-12.7	-11.6	12.2	-4.3	-1.3	-1.3	1.9	-1.1	-1.3
C/C(CC1(O)C(=O)N(C)c2ccccc21)=N\O (stereo not given)	3.1	-36.7	13.3	-11.9	-7.6	-5.8	-5.4	-0.1	-3.7
O=C(Nc1cccc(S(=O)(=O)NC2=NCCC2)c1)c1cnc(Cl)c(Cl)c1	3.6	-14.0	-1.6	-1.5	-10.7	-4.6	-9.5	2.0	-1.9
N#Cc1ccccc1Cn1cc(/C=N/Nc2ccc([N+](=O)[O-])cn2)c2ccccc21	5.9	-2.0	13.3	-9.3	-5.0	-86.8	-3.7	-21.7	-2.5
CCOC(=O)c1ccc(-c2ccc(C3Nc4ccccc4C(=O)N3O)o2)cc1 (stereo not given)	-40.2	11.8	-378.4	-10.7	8.9	-16.5	2.0	-36.9	0.0
CCOC(=O)C1CCCN(Cc2cccc(Oc3ccccc3)c2)C1 (stereo not given)	6.6	-11.9	5.5	-4.6	11.0	0.1	0.0	-1.3	-3.9
COC(=O)c1ccccc1NC(=O)CN(C)Cc1ccccc1	5.1	-9.2	7.4	3.1	-6.3	-2.3	2.3	0.8	-1.9
O=C(NNC(=O)c1ccccc1-n1cccc1)c1ccc(Cl)cc1	-15.8	0.8	11.4	-7.9	-0.5	-1.7	-6.6	1.5	-2.6
COc1ccc(S(=O)(=O)N(CC(=O)NC2CC2)c2ccc(C)cc2)cc1	-19.2	2.9	7.8	14.7	-1.7	-5.1	1.1	-0.9	2.9
CCCCNC(=O)OCCNC(=O)NC	-13.5	0.8	12.2	-3.7	-3.3	-12.9	-13.5	0.8	1.9
COc1ccc(NS(=O)(=O)c2cccc3cccnc23)cc1OC	3.0	-2.7	22.0	3.2	-1.4	3.9	5.7	0.5	-2.3
Cc1ccc(C)c(NC(=O)C2CCN(S(=O)(=O)c3ccc4c(c3)NC(=O)CO4)CC2)c1	-13.9	-26.4	6.2	1.0	-2.7	-5.5	3.9	2.5	-2.8

# Reformatted with each value named: 4 of the compounds above
smiles: COc1ccc(N2CCN(C(=O)CSc3ccc(C)cc3)CC2)cc1
  PfG6PD inh: -12.8
  SENP6 block: 5.8
  SENP8 block-1: 5.5
  HKDC1 inhibitor: -7.6
  SENP8 block-2: -6.2
  UBC13 inh: 5.3
  SENP7 inh: 1.5
  SENP1 FRET inh: 2.3
  MIN6 prolif: -1.4

smiles: O=C(O)c1ccc2c(c1)C(=O)N(Cc1ccc3c(c1)OCO3)C2=O
  PfG6PD inh: -50.0
  SENP6 block: -12.9
  SENP8 block-1: 10.0
  HKDC1 inhibitor: -0.5
  SENP8 block-2: -2.7
  UBC13 inh: 6.4
  SENP7 inh: -6.0
  SENP1 FRET inh: 3.7
  MIN6 prolif: -0.4

smiles: O=C(NNC(=O)c1ccccc1-n1cccc1)c1ccc(Cl)cc1
  PfG6PD inh: -15.8
  SENP6 block: 0.8
  SENP8 block-1: 11.4
  HKDC1 inhibitor: -7.9
  SENP8 block-2: -0.5
  UBC13 inh: -1.7
  SENP7 inh: -6.6
  SENP1 FRET inh: 1.5
  MIN6 prolif: -2.6

smiles: N#Cc1ccccc1Cn1cc(/C=N/Nc2ccc([N+](=O)[O-])cn2)c2ccccc21
  PfG6PD inh: 5.9
  SENP6 block: -2.0
  SENP8 block-1: 13.3
  HKDC1 inhibitor: -9.3
  SENP8 block-2: -5.0
  UBC13 inh: -86.8
  SENP7 inh: -3.7
  SENP1 FRET inh: -21.7
  MIN6 prolif: -2.5

# Next part.
smiles	PfG6PD inh	SENP6 block	SENP8 block-1	HKDC1 inhibitor	SENP8 block-2	UBC13 inh	SENP7 inh	SENP1 FRET inh	MIN6 prolif
O=C(Nc1ccc(OC(F)(F)F)cc1)N1CCN(c2ccnc3cc(Cl)ccc23)CC1	12.1	-9.4	-41.4	3.0	6.4	-4.3	-1.2	-0.6	-3.9
N#CC1=C(SCC(=O)NC2CC2)NC(=O)C(C#N)C12CCCCC2 (stereo not given)	0.6	7.1	9.1	17.4	1.0	-6.8	0.3	0.3	-3.5
COc1ccc(OC)c(N/C=C/C(=C(C#N)C#N)N(C)C)c1	4.7	4.0	24.2	-5.3	-1.0	15.3	-2.9	-3.6	-2.2
Nc1ccc(C(=O)N/N=C/c2sc(N3CCOCC3)nc2-c2ccccc2)cc1	3.1	5.2	-432.8	-13.6	4.8	20.2	14.4	-26.2	0.9
CCCc1sc(N)nc1-c1ccc(C)cc1	21.1	-11.7	-1.1	-4.6	0.0	3.5	0.7	-1.4	-3.8
O=C(Nc1ccc(Br)cc1F)C1CCN(c2nnc(-n3cccc3)s2)CC1	1.0	-8.5	12.2	-4.1	-2.3	3.0	-4.4	-0.5	-0.7
O=C(Cc1n[nH]c(=O)c2ccccc12)OCC(=O)c1ccc(F)c(F)c1	-8.2	-10.4	8.3	-3.2	-2.1	-2.1	-10.5	2.7	-2.3
Cc1cnc(C(=O)Nc2nnc(C)s2)cn1	4.5	-8.9	0.8	-2.8	-2.4	-11.9	-2.3	0.8	-3.5
COC(=O)C1=C(C)N(c2ccc(Br)cc2)C(=O)/C1=C\c1ccco1	9.9	-8.8	29.0	-6.0	-6.0	1.3	-4.0	3.6	-0.9
Cn1c(=S)ccc2ccccc21	51.0	12.8	8.3	-13.9	7.5	-0.3	0.5	1.4	-3.6
Cc1cc2nc(C(F)(F)F)cc(-c3cccs3)n2n1	10.4	-22.1	-156.2	-6.8	-10.1	-7.1	-8.1	-34.2	4.2
CS(=O)(=O)N(CC(=O)NCC1CCCO1)c1ccc(Cl)c(Cl)c1 (stereo not given)	-1.6	-0.8	9.3	11.1	-6.2	1.1	-9.3	-2.0	-1.6
Cc1cccc(NC(=S)NC23CN4CN(CN(C4)C2)C3)c1C	-2.2	-22.0	6.6	-9.8	-7.2	-7.5	-1.0	1.8	-1.9
CC(NS(=O)(=O)c1ccccc1)C(c1cccs1)N1CCN(C)CC1 (stereo not given)	-7.7	1.7	19.6	-8.6	0.0	3.4	4.3	0.8	-1.6
CC(C)CCSc1nc2c(c(=O)[nH]c(=O)n2C)n1CCCc1ccccc1	4.2	-10.5	5.1	7.7	-9.2	7.6	-3.3	-1.0	-4.0
OCCC1CN(CCCc2ccccc2)CCN1Cc1ccc(F)cc1 (stereo not given)	8.3	-16.2	10.0	-8.7	-9.5	-6.9	18.4	-1.3	-5.0
COC(=O)c1ccc(CSc2nnc(C)s2)cc1	-10.9	-16.7	14.0	-5.0	0.6	4.3	-4.4	0.3	-3.8
CN(C)c1cccc(C(=O)NCC2CCCO2)c1 (stereo not given)	5.8	-4.8	-148.4	1.1	6.6	9.2	9.7	-0.4	-3.1
CCn1cc(C(=O)NC2CCCCC2C)c(=O)c2ccc(C)nc21 (stereo not given)	26.5	-3.8	-17.3	-3.2	-6.3	-11.7	-5.9	-0.5	0.7
COc1ccc(OC)c(NC(=O)c2c3c(nc4ccccc24)CCC3)c1	-5.2	-3.0	4.3	-10.2	2.6	4.6	2.0	1.9	3.6
COC(=O)CSc1nnc(SCc2ccc(OC)cc2)s1	-18.7	-40.4	11.0	-8.2	-29.4	-1.7	-9.1	1.3	-3.2
C=CCn1c(SC(C)C(=O)NCCC2=CCCCC2)nc2ccccc2c1=O (stereo not given)	-8.2	-17.1	15.4	1.3	-1.4	2.0	0.5	1.1	0.7
CCN(CC)S(=O)(=O)c1ccc(-c2nnc(SCc3nnc(-c4ccc(C)cc4)o3)n2CC)cc1	-13.9	-0.5	16.3	-0.6	-3.3	7.8	-7.2	1.3	0.0
CCOc1ccc2nc(NC(=O)c3cc([N+](=O)[O-])ccc3N3CCOCC3)sc2c1	1.4	5.0	22.0	-6.0	2.9	-27.4	-2.9	1.2	-4.2
CCOC(=O)C1=C(N)Oc2cc(O)ccc2C1c1cccnc1 (stereo not given)	50.9	-8.5	22.3	8.4	2.7	5.0	-0.4	-17.7	1.0
O=C(COC(=O)c1cc([N+](=O)[O-])ccc1NCCO)Nc1cccc(S(=O)(=O)N2CCCC2)c1	17.6	6.3	2.7	-0.4	8.3	-5.3	-4.1	0.2	-2.0
CCOc1ccccc1NC(=S)N1CCN(c2nc(-c3ccc(F)cc3)cs2)CC1	2.3	-28.8	2.9	-6.7	-10.1	3.0	2.9	0.7	-5.6
Cc1ccc(SCC(=O)NCc2ccncc2)cc1	-0.4	0.1	3.8	0.2	-5.5	14.0	-1.1	1.8	1.0
CSc1ccccc1NC(=O)c1cc(Cl)sc1Cl	15.6	-4.9	11.5	2.5	-1.5	9.6	4.7	1.9	0.6
O=C(CN1CCOCC1)NCc1ccccc1	-19.1	-1.9	4.6	5.1	-3.7	1.0	1.2	-1.7	1.6
CNC(=S)N=Nc1c(O)[nH]c2ccc(C(C)C)cc12	3.8	.	43.9*	16.9	.	.	.	2.3	.
COc1ccc(S(=O)(=O)NCC(c2cccnc2)N2CCN(Cc3ccccc3)CC2)cc1C (stereo not given)	6.2	-1.7	-0.2	3.5	-2.4	3.7	0.9	-7.4	-1.9
CCCCCCCCCCCC(=O)NC(C(=O)O)C(O)c1ccccc1 (stereo not given)	-20.4	-27.3	8.4	1.5	-17.8	-10.8	-2.3	2.3	-1.8
Cc1ccc(S(=O)(=O)N2CCCCC2)cc1C(=O)N1CCCC1	-4.5	-11.3	3.5	4.1	-4.4	-0.1	0.3	2.7	-1.0
O=[N+]([O-])c1cc(C(F)(F)F)ccc1N1CCC(O)CC1	3.5	-24.3	14.4	-4.3	1.6	-10.7	1.8	0.0	-0.9
Cc1cccc(N2CCN(CC(=O)NCC3CCCCC3)CC2)c1C	4.9	-5.7	6.3	-3.6	-8.9	-1.0	-6.6	1.4	-1.0

# From PubChem

# Not a hit list; any-hit rate near 4%.
